12-LOX inh = Primary qHTS assay for inhibitors of human arachidonate 12S-lipoxygenase (ALOX12): Round 2; purified 12hLO, xylenol orange hydroperoxide absorbance; 580,000 compounds, 1.1% hits; Potency, µM (titrated, usually from 108 µM), for inactives: top-dose activity change, negative = inhibition, usual class: inhibitors; Polyunsaturated fatty acid lipoxygenase ALOX12 (Homo sapiens), P18054; note: potency is the fitted concentration of half-maximal effect; % is set by controls: 0 for no effect and ±100 for the full control effect
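Purified human 12hLO at 150 nM in 25 mM Hepes, 0.01% Triton X-100, pH 7.0, preincubated 15 min at room temperature with compound. Reaction started with 40 uM arachidonic acid, 30 min at room temperature. Hydroperoxide measured by Fe-xylenol orange, 573/405 nm absorbance ratio.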
Pol kappa inh = qHTS for Inhibitors of Polymerase Kappa; AID 588579, 2011; Potency, µM (doses to about 107 µM), for inactives: top-dose activity, negative = inhibition, most hits filed as inhibitors; purified Pol kappa, fluorescent DNA synthesis assay, 10 min; 400,000 compounds, 0.53% hits; DNA polymerase kappa (Homo sapiens), Q9UBT6; note: potency is the fitted concentration of half-maximal effect; % is set by controls: 0 for no effect and ±100 for the full control effect
Target sequence (Q9UBT6 whole entry, looked up): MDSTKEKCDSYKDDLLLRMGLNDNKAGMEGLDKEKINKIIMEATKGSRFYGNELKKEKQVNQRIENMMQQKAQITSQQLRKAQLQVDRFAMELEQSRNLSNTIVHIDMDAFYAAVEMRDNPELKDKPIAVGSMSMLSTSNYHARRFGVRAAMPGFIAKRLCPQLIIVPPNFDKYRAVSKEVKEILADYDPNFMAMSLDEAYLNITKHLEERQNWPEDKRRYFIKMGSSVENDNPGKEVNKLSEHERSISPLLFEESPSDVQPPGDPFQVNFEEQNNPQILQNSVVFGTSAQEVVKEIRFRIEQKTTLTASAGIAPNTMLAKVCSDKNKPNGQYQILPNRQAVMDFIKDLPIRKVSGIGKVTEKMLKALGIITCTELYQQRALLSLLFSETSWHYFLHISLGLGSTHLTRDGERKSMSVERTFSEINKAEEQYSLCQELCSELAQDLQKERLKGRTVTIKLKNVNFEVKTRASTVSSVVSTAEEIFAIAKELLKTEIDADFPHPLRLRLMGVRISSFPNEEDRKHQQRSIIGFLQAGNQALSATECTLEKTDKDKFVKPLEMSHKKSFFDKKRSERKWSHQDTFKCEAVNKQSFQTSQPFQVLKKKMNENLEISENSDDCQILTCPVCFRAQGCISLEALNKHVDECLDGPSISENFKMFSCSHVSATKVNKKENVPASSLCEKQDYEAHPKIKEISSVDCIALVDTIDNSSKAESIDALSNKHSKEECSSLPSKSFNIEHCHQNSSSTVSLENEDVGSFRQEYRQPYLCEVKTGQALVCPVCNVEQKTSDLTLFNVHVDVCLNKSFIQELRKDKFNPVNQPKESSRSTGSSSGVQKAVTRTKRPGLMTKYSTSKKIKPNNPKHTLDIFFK
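Activity was followed as the change in fluorescence between reads at 0 and 10 min after starting the reaction with 50 nM substrate. Beforehand, 10 nM polymerase had been preincubated with compound for 15 min at room temperature.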
Pol beta inh = qHTS Assay for Inhibitors of DNA Polymerase Beta | P06746 | Pol beta primer extension/strand displacement, fluorescence kinetic | Potency, µM (top dose mostly 114 µM), without a hit: at the highest dose activity change, negative = inhibition, most hits filed as inhibitors | 340,000 compounds, 1.3% hits | AID 485314, 2010; note: potency is the fitted concentration of half-maximal effect; % is set by controls: 0 for no effect and ±100 for the full control effect
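Values derive from four-parameter Hill fits of normalized kinetic data: reads at 0 and 10 min following addition of 50 nM substrate to 10 nM Pol beta preincubated 15 min with compound.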
ERG Ets-DNA blk = qHTS for Small Molecule Inhibitors of the ERG Ets/DNA interaction; fluorescence polarization, His-ERG Ets domain / labelled DNA; Potency, µM (titrated, usually from 76.9 µM), inactives show top-dose FP activity, negative = inhibition, actives largely listed as inhibitors; 370,000 compounds, 0.028% hits; active = well fitted inhibition curve with a large enough effect in the polarisation, with a control signal flat; inconclusive = small, poorly fitted or top-dose-only effect, or effect the other way, or a change in a side signal; inactive = no such curve, though single readings can be large or run the other way; the % refers to the polarisation;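 note: polarization taken with two DNA probes labelled with fluorescein and Texas red; potency is the fitted concentration of half-maximal effect; % of control where 0% means no effect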
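His-tagged ERG Ets domain (1 uM in the protein solution; 300mM KCl, 50mM Tris-HCl, 1mM EDTA, 1mM DTT, pH 7.5) received compound, then a probe mix of 5 nM fluorescein-DNA and 100nM Texas-615-DNA. Fluorescence polarization was read for both dyes.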
Apoferritin bind = qHTS Assay for Identification of Novel General Anesthetics; Ferritin light chain (Equus caballus), P02791; apoferritin/1-aminoanthracene competitive binding, fluorescence; Potency, µM (series often up to 77.5 µM), without a hit: at the highest dose activity change, negative = displacement, hits mostly inhibitors; 350,000 compounds, 0.074% hits; note: potency is the fitted concentration of half-maximal effect; % is set by controls: 0 for no effect and ±100 for the full control effect; nearly all actives have a fitted effect of over 20% in size
Target sequence (P02791 2-175 limits assumed): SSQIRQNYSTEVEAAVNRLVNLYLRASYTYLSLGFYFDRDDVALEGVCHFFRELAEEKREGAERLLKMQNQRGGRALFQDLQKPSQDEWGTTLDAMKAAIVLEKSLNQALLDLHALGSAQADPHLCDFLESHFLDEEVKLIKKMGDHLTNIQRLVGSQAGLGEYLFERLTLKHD
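Horse-spleen apoferritin (10 uM) was mixed with 50% saturated 1-aminoanthracene in PBS, exposed to compounds for 10 min at room temperature, and read for fluorescence (ex 380 nm, em 535 nm). Competitive displacement was fitted with a four-parameter Hill equation.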
APEX1 inh = qHTS Assay for Inhibitors of the Human Apurinic/apyrimidinic Endonuclease 1 (APE1). recombinant APE1, TAMRA/BHQ-2 abasic DNA cleavage fluorescence. Potency, µM (top dose mostly 65.8 µM), without a hit: top-dose activity change, negative = inhibition, actives largely listed as inhibitors. 350,000 compounds, 0.35% hits. AID 2517, 2012;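 note: potency is the fitted concentration of half-maximal effect; plate controls were vehicle for no effect and reference inhibitor for full effect; nearly all actives have a fitted effect of over 55% in size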
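Compound pre-exposure to 0.75 nM APE1, 15 min at ambient temperature. Reaction initiated with 50 nM TAMRA/BHQ-2 THF substrate, read immediately in kinetic mode, 525 nm excitation, 598 nm emission.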
TRHR ag = qHTS for Small Molecule Agonists and Allosteric Enhancers of Human TRH Receptor: Primary Screen for Agonists. activation, % at 2 µM. Thyrotropin-releasing hormone receptor (Homo sapiens), P34981. AID 493084, 2011. TRHR cells, calcium flux fluo-8, FDSS agonist mode. 360,000 compounds, 0.18% hits; in the data active = activation above about 30%; note: 0% is about no effect
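Steps: seed TRHR cells overnight; add fluo-8 no-wash Ca dye, RT 30 min–1.5 h; record 10 s baseline; pin-transfer compounds; monitor fluorescence 1 cycle/s for the agonist window. Calcium increases flag candidate agonists.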
POLI inh = qHTS for Inhibitors of Polymerase Iota; DNA polymerase iota (Homo sapiens), Q9UNA4; Pol iota fluorescent replication assay, 10 min; Potency, µM (series often up to 115 µM), without a hit: top-dose activity, negative = inhibition, actives largely listed as inhibitors; 390,000 compounds, 1% hits; note: potency is the fitted concentration of half-maximal effect
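Fluorescent replication assay read twice, at 0 min and 10 min after adding 50 nM (final) substrate. Enzyme (10 nM) and compounds were first incubated 15 min at room temperature; enzyme-free buffer wells were negative controls.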
BLM inh = qHTS Assay for Inhibitors of Bloom's syndrome helicase (BLM) | RecQ-like DNA helicase BLM (Homo sapiens), P54132 | recombinant BLM DNA unwinding, fluorescence dequenching | Potency, µM (titrated, usually from 56.1 µM), for inactives: at the highest dose activity change, negative = inhibition, most hits filed as inhibitors | 350,000 compounds, 0.2% hits;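 note: potency is the fitted concentration of half-maximal effect; plate controls were vehicle for no effect and no enzyme for full effect; nearly all actives have a fitted effect of over 35% in size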
* = called active by the depositor; u = inconclusive; x = not tested or not shown; & = joins results of further samples; [ ] = remark or other dose. Unless noted, calls come from the whole dose curve; as a rule, active = well fitted curve in the direction sought with a large enough effect; inconclusive = small, poorly fitted or top-dose-only effect, or another doubt; inactive = no such curve, though single readings can be large; an effect the other way counts as inactive or inconclusive.

no. | compound | 12-LOX inh | Pol kappa inh | Pol beta inh | ERG Ets-DNA blk | Apoferritin bind
1 | COc1cccc(C(=O)N2CCN(c3ccc(N4CCOCC4)nn3)CC2)c1 | 13% | 1% | x | 13% | x
2 | Cc1ccc(-c2ccc(C3C4C=CCCC4(C)C(=O)N3Cc3ccccc3)c(F)c2)cc1 (stereo not drawn) | x | 6% | x | x | 8%
3 | COc1cc(C2C(C(=O)OC(C)C)=C(C)Nc3[nH]c(=O)[nH]c(=O)c32)ccc1O (stereo not drawn) | -8% | 0% | 3% | -3% | -8%
4 | CC1CCCC(C)N1C(=O)c1cc(-c2cccs2)on1 (stereo not drawn) | -9% | -14% | 4% | -8% | -23%
5 | O=C(NCc1nnc(SCC(=O)N2CCCc3ccccc32)o1)c1ccco1 | -7% | 6% | 15% | -10% | -16%
6 | Cc1cc(NS(=O)(=O)c2ccc(NC(=O)COc3ccc(Cl)cc3)cc2)nc(C)n1 | 6% | -29% | 4% | 2% | 2%
7 | Cc1ccc(NC2=NC3(CCCCC3)N=C(N)N2)c(C)c1 | 0% | -2% | 20% | 4% | -12%
8 | O=C(C1CCC1)N1CCc2cc(S(=O)(=O)NC3CCCC3)ccc21 | 165%[activator][57.4 µM] | -6% | 7% | -8% | -7%

no. | APEX1 inh | TRHR ag | POLI inh | BLM inh
1 | 40% | -0.3 | 25% | x
2 | 1% | x | -7% | -13%
3 | -2% | 0.1 | 12% | 2%
4 | 7% | -0.4 | 4%[58.9 µM] | 2%
5 | -4% | -0.3 | 9% | 2%
6 | x | 0.3 | -3% | -2%
7 | 2% | -0.1 | -7% | -1%
8 | 10% | -0.8 | 19% | -4%

New compounds follow:
no. | compound | 12-LOX inh | Pol kappa inh | Pol beta inh | ERG Ets-DNA blk | Apoferritin bind
9 | COc1ccc(OC)c(S(=O)(=O)NC2CC(=O)N(c3ccc(C)c(C)c3)C2)c1 (stereo not drawn) | -30% | -8% | x | -3% | x
10 | CC1(C)CC(=O)c2sc(NS(=O)(=O)c3ccc([N+](=O)[O-])cc3)nc2C1 | u | -14% | 18% | -9% | -11%
11 | COC(=O)C1=C(C(=O)OC)[C@@H]2Nc3ccccc3[C@@]23C[C@@H](C(=O)OC)N(C(=O)CC(C)C)C3=N1 | 1% | -9% | x | 1% | x
12 | O=C(O)CNc1nc(-c2ccccc2)nc2c1oc1ccccc12 | -1% | 3% | 3% | -9% | -3%
13 | N=C1/C(=C/c2cccn2Cc2ccc(F)cc2)C(=O)N=C2SC=CN12 | -29% | -1% | -29% | 13% | -4%
14 | COc1ccc(C)cc1NC(=O)C1CCN(C(=O)C2CC(=O)N(c3ccc(C)cc3)C2)CC1 (stereo not drawn) | -9% | -7% | 38% | 0% | 1%
15 | O=C(Nc1ccccc1C(F)(F)F)c1cnccn1 | 0% | -8% | 8% | 2% | -5%
16 | CC(C)CN1CCNC(=O)C1CC(=O)NCc1cnn(-c2cccc(F)c2)c1 (stereo not drawn) | -2% | -6% | 10% | 1% | -18%

no. | APEX1 inh | TRHR ag | POLI inh | BLM inh
9 | 27% | -0.6 | 14% | x
10 | -1% | 0.6 | -5% | -4%
11 | -2%[12.4 µM] | x | -1% | -4%[12.4 µM]
12 | 1% | 0.7 | -6% | 1%
13 | -4% | -0.6 | -2% | -9%
14 | 9% | -0.5 | 21% | -3%
15 | 17% | -0.1 | 113%[activator] | -1%
16 | -2% | 0.1 | -9% | 2%

Whole records as entered above.
COc1ccc(C)cc1NC(=O)C1CCN(C(=O)C2CC(=O)N(c3ccc(C)cc3)C2)CC1 (stereo not drawn) across the screens: 12-LOX inh: -9%; Pol kappa inh: -7%; Pol beta inh: 38%; ERG Ets-DNA blk: 0%; Apoferritin bind: 1%; APEX1 inh: 9%; TRHR ag: -0.5; POLI inh: 21%; BLM inh: -3%
O=C(Nc1ccccc1C(F)(F)F)c1cnccn1 across the screens: 12-LOX inh: 0%; Pol kappa inh: -8%; Pol beta inh: 8%; ERG Ets-DNA blk: 2%; Apoferritin bind: -5%; APEX1 inh: 17%; TRHR ag: -0.1; POLI inh: 113%[activator]; BLM inh: -1%

Further results.
no. | compound | 12-LOX inh | Pol kappa inh | Pol beta inh | ERG Ets-DNA blk | Apoferritin bind
17 | COc1ccccc1Cc1nc2ccccc2nc1SCC(=O)N1CCCc2ccccc21 | -10% | -8%[60.1 µM] | -2% | 7% | 13%
18 | O=C(C1=NN[C@@H]2C(=O)N(c3cccc(F)c3)C(=O)[C@H]12)c1cnccn1 | u | -25% | -2% | 1% | -12%
19 | CC1(c2ccccc2)NC(=O)N(CC(=O)NNC(=O)c2ccccc2)C1=O (stereo not drawn) | x | -2% | -12% | -4% | -4%
20 | COc1ccc(CCNC(=O)COc2cc(C)cc3oc(=O)cc(C)c23)cc1 | 1% | 6% | 40% | 4% | -3%
21 | Cc1ccc(C)c2[nH]c(=O)c(CN(Cc3ccco3)S(=O)(=O)c3ccc4c(c3)OCCO4)cc12 | 9% | 13% | -2% | 7% | -14%
22 | CCOC(=O)c1ccc(N2C(=O)c3n[nH]c(-c4cccs4)c3C2c2cccc(F)c2)cc1 (stereo not drawn) | -4% | -18% | 15% | 6% | 52%[activator]
23 | O=C(O)c1ccc(-c2ccccn2)s1 | 1% | -3% | 16% | -14% | -2%
24 | CC1(C)Cc2c(cnn2-c2ccccc2)C(NC(=O)CCN2CCCCO2)C1 (stereo not drawn) | 9% | 10% | 12% | 10% | -7%

no. | APEX1 inh | TRHR ag | POLI inh | BLM inh
17 | x | 0.4 | u | -8%
18 | 0% | -0.8 | 16% | -2%
19 | 12% | -0.1 | -10% | -1%
20 | 6% | -1.9 | 44% | -1%
21 | -10% | 0.2 | u | -4%
22 | x | -0.8 | 36%[activator] | -21%
23 | -4% | 0.5 | 84%[activator] | 1%
24 | 51%[activator] | -0.2 | 15% | 1%

Going on with the list:
no. | compound | 12-LOX inh | Pol kappa inh | Pol beta inh | ERG Ets-DNA blk | Apoferritin bind
25 | COc1ccc(C(=O)NC(C)c2nnc(SCc3ccc(Cl)c(Cl)c3)n2C)cc1 (stereo not drawn) | 4µM* | 0% | 8% | -3% | -7%
26 | COc1ccc(N2CCN(C(=O)c3ccc4c(c3)N(Cc3ccc(F)cc3)C(=O)c3ccccc3S4=O)CC2)cc1 (stereo not drawn) | -14% | -4% | 15% | 8% | -9%
27 | Nn1c(SCCOc2ccccc2)nnc1-c1cccnc1 | 0% | -21% | -17% | 3% | -4%
28 | O=C(/C=C/c1ccc2c(c1)OCCO2)c1ccccc1 | 70%[activator] | -2% | 1% | -2% | -9%
29 | CCOC(=O)C1CCCCN1Cc1cccc(F)c1 (stereo not drawn) | u | -12%[60.1 µM] | -13% | x | -7%
30 | N#Cc1cnn(-c2nc3sc4c(c3c(=O)[nH]2)CCCC4)c1N | 72%[activator] | -2% | 14% | -3% | -4%
31 | CCCCC(O)(c1ccc(F)cc1)C(CN1CCOCC1)c1ccc(Cl)cc1 (stereo not drawn) | u | -6% | 5% | 1% | -6%
32 | CC(C)N(C(=O)Cn1c(-c2cccnc2)ccc(C#N)c1=O)C(C)C | -6% | -5% | 2% | 7% | -3%

no. | APEX1 inh | TRHR ag | POLI inh | BLM inh
25 | -4% | -0.1 | 18% | -3%
26 | x | 0.5 | 22% | -7%
27 | 2% | 0.6 | 11% | 2%
28 | 1% | -0.4 | u | -5%
29 | 17% | 1.3 | 17% | 1%
30 | 3% | -0.6 | 0% | 2%
31 | -1% | 0.8 | 5% | -12%
32 | 52%[activator] | 0.4 | 54%[activator] | 0%

(continued)
no. | compound | 12-LOX inh | Pol kappa inh | Pol beta inh | ERG Ets-DNA blk | Apoferritin bind
33 | Cc1ccnc(NC(=O)c2ccc(OCc3c(C)noc3C)cc2)c1 | 15% | -13% | x | -7% | x
34 | Cn1c(=O)[nH]c(=O)c2c1nc(Sc1ncccn1)n2CCCc1ccccc1 | -4%&0% | -4% | 20% | -2% | -19%
35 | COc1ccc(Br)cc1/C=N/NC(=O)c1cccnc1 | 4% | -8% | 24% | 8% | -4%
36 | CN(C)c1ncc2nc(-c3cccs3)c(=O)n(C)c2n1 | 0% | 1%[60.1 µM] | x | x | x
37 | C[C@H]1CN=C(N(C)C)N1CCCC1CCCCC1 | -10% | 15% | x | 1% | x
38 | CC1=C(C(=O)Nc2cccc(C(=O)NCc3ccc(F)cc3)c2)SCCO1 | -27% | -4% | 18% | 10% | -21%
39 | O=C(Cc1cccs1)NCC1CCCO1 (stereo not drawn) | 17% | -29% | 13µM* | x | -5%

no. | APEX1 inh | TRHR ag | POLI inh | BLM inh
33 | 25% | -0.8 | 14% | x
34 | 2% | -0.5 | 2% | 2%
35 | 20% | 0.0 | -24% | -7%
36 | 3% | x | x | 3%
37 | 55%[activator] | -0.1 | 32%[activator] | x
38 | -13% | -0.3 | 12% | -1%
39 | 1% | 0.1 | u | -10%

Screening results (PubChem BioAssay)

These rows are one share of the data (hit frequency here may not be typical).
